INS-1E GSIS act: primary screen for activators of insulin secretion dependent on glucose, INS-1E cells, GLuc reporter luminescence | INS-1E GLuc reporter insulin secretion, 2-3 h | activation, % at 16.6 µM | 370,000 compounds, 0.61% hits | AID 743287;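 active = lowest replicate activation of at least 40%, so every replicate reaches that level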;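 also: 0% = median of neutral control wells and 100% = median of IBMX positive control wells; some compounds called inactive have numbers as strong as hits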
FN deposition inh: fibronectin deposition inhibition | inhibition, % at 12.6 µM | AH1F fibroblasts, Alexa488-fibronectin deposition fluorescence, overnight | AID 743247 | 350,000 compounds, 0.086% hits;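 active = mean inhibition across replicates of 30% or more, regardless of how many single replicates reach that level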;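 also: positive control wells lacked labelled fibronectin entirely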
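Schedule: 1 h cell adhesion before compound, then overnight fibronectin incubation; test system: AH1F fibroblast monolayer depositing Alexa488-labelled fibronectin into matrix; quantity: 10000 AH1F cells per well; probe or stimulus: fluorescent fibronectin at 24 nM final; signal: fluorescence, ex 485 nm, em 525 nm; evaluation: percent inhibition as loss of matrix-bound fibronectin fluorescence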
F508del corr: correctors of CFTR F508del function in bronchial epithelial cells. 350,000 compounds, 0.36% hits. CFBE cells, YFP halide quenching; stimulated with forskolin plus potentiator P3; % fluorescence drop versus neutral controls. activity (quench increase), % at 7.58 µM. AID 720511;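 active = mean added fluorescence quench of at least 8% versus neutral control, with both replicates also reaching 8%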;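 also: cells transiently co-express mutant CFTR-F508del with the halide-sensitive YFP; corrector assay measuring rescue of mutant channel to the surface after 24 h compound exposure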
Numbers without * were called inactive. Some of the compounds tested; the hit share may differ from the screen's.

SMILES	INS-1E GSIS act	FN deposition inh	F508del corr
OCCC1CN(Cc2cccc(O)c2)CCN1CCc1ccccc1 (centres undefined)	11	3	1.5
CN(C)C=Nc1ccc(Cl)c(Cl)c1	-13	-3	-2.6
Cc1cc(C)cc(NC(=O)COC(=O)CN=C2NS(=O)(=O)c3ccccc32)c1	2	-8	0.6
O=C(OCc1ccccc1)N1CCN(C(c2ccnc3ccccc23)c2nnnn2-c2ccc3c(c2)OCCO3)CC1 (centres undefined)	-8	1	-0.3
FC(F)(F)c1cccc(N2CCN(C(=S)NCC3CCCO3)CC2)c1 (centres undefined)	-10	-5	-0.1
Cc1ccc(OCCn2cnc3sc(C(N)=O)c(C)c3c2=O)cc1	6	-4	1.4
CCCCc1c(-c2cccc(Cl)c2)ncn1CCc1ccccc1OC	41	-2	1.7
COc1cccc(NC(=O)NCc2ccccc2Cl)c1	1	2	1.9
CC(OC(=O)CCC(=O)c1ccccc1)C(=O)Nc1ccc(F)cc1 (centres undefined)	-4	-2	-2.9
CCOc1ccc(/C=C(\C#N)C(=O)NC2CC2)c(OCC)c1	-4	7	-0.8
NNC(=O)c1[nH]c2ccc(Cl)cc2c1-c1ccccc1	-3	7	17*
CN(CCCNC(=O)c1cc2c(=O)[nH]c3ccccc3c2n1C)Cc1ccccc1	-2	2	5.4
CCCCS(=O)(=O)N1CCN(C(=O)C(=O)c2cccc(C(F)(F)F)c2)CC1	-26	1	-0.1
COc1ccc(Nc2c(-c3cc4ccccc4o3)nc3nc(C)cc(C)n23)cc1	-6	-12	2.7
Cn1cnnc1SCC(=O)N1N=C(c2ccc(Cl)cc2)CC1c1ccco1 (centres undefined)	-4	1	0.1
O=S1(=O)N[C@@H](Cc2ccccc2)COc2cccc(N3CCSCC3)c21	-15	7	-1.8
COc1ccc(CCNC(=O)CN2C(=O)NC(CCSC)C2=O)cc1 (centres undefined)	16	-12	-0.9
CCOc1cc2c(cc1O)C(=NOC)CC1C2CCC2(C)C(O)CCC12 (centres undefined)	-16	14	2.7
COc1ccc(N2C(=O)c3n[nH]c(C)c3C2c2ccc(F)cc2)cc1 (centres undefined)	-7	2	1.8
CS(=O)(=O)c1ccc(Cl)c(NC(=O)c2cccc(Br)c2)c1	-7	0	-4.3
O=C(CSc1ccc(Cl)cc1)N1CCCC1	0	13	-0.5
Cc1ccc(S(=O)(=O)N2C(c3ccc(Cl)c(Cl)c3)CC=C(C(=O)O)C2c2cccc(Cl)c2)cc1 (centres undefined)	9	0	0.4
C=CCNc1ccc2c(c1)OC[C@H](Cc1ccccc1)NS2(=O)=O	-27	-21	-0.4
O=C(O)CSc1ncccc1C(=O)O	33	-2	0.4
Cn1c(-c2cc3ccccc3oc2=O)nc2ccccc21	3	-1	1.7
CC(O)CNCc1ccc(Cl)cc1Cl (centres undefined)	13	-5	-0.9
CC(NC(N)=O)C(=O)NCC(=O)OCc1ccccc1 (centres undefined)	-8	2	-1.6
O=C(Cc1cn(Cc2ccccc2)c2ccccc12)Nc1ccc(Nc2cccnc2)c(Br)c1	-29	1	0.6
CC(=O)NCCc1nc2ccccc2n1Cc1cccc(C)c1	27	2	0.6
Cc1cc2nc(C3CCCCC3)c(Cc3ccccc3C(F)(F)F)n2c(C)c1Br	24	4	3.0
COC(=O)c1c(C)nc2nonc2c1N	25	6	-1.4
CCCCC1N2CC3([N+](=O)[O-])CN1CC([N+](=O)[O-])(C2)C3(C)C (centres undefined)	-9	8	-2.4
O=C(Nc1ccc2c(c1)OCCO2)c1ccc2ccccc2n1	18	-3	2.6
CCCCCCCCSc1nnc(/N=C/N(C)C)s1	-3	2	0.0
Cn1cc([N+](=O)[O-])c(C(=O)Nc2ccc(-c3nc4ccccc4[nH]3)cc2)n1	3	10	-9.1
CC(=NCCc1ccccc1)C1=C(O)C(c2ccccc2)OC1=O (centres undefined)	2	2	-2.2
COc1ccccc1-c1nnc(N)s1	-11	3	3.5
O=C(COc1ccccc1[N+](=O)[O-])N/N=C/c1ccc(O)c([N+](=O)[O-])c1	13	-14	0.4
COc1cc(Br)c(Br)c(Br)c1N	-8	8	-1.7
COc1ccc(-[n+]2c(C)cc(/C=C3\Sc4ccccc4N3C)cc2C)cc1	-39	-20	-6.4
Cc1cc(NC(=O)CCN2C(=O)/C(=C/c3ccccc3F)SC2=S)no1	14	-17	-1.4
CC(C)(C)NCc1cc(Br)ccc1OC1CCCC1	13	-4	3.0
C=C(C)CNC(=S)NNC(=O)c1ccncc1	-6	1	-0.3
O=C(C(=O)N(C1CCCCC1)C1CCCCC1)c1ccccc1	73*	0	-0.3
CN(C[C@@H]1N[C@H](CO)[C@@H]1c1ccc(-c2cccc(F)c2)cc1)C(=O)CC1CC1	-10	2	3.5
Clc1ccc(Nc2ccccc2)nn1	0	0	-1.6
CCOC(=O)N1CCN(C(=O)CCn2nc(-c3ccccc3)ccc2=O)CC1	5	7	0.6
CCCC1CCC(=NNC(=S)NCCc2ccccc2)CC1 (centres undefined)	-20	4	0.0
FC(F)(F)c1nc2nc(Cl)c(Cl)nc2[nH]1	3	-1	-2.0
O=S(=O)(c1cccs1)N1CN(C2CCCC2)c2nc3ccccc3nc21	27	4	0.7
COc1cc(/C=C2\SC(=Nc3ccccc3)N(Cc3ccco3)C2=O)ccc1OC(C)C(=O)O (centres undefined)	2	8	-1.2
COC(=O)CSc1nnc(CNS(=O)(=O)c2ccc(Br)cc2)n1C	2	-6	-0.1
CCOc1ccc(C(=O)NC(C(=O)NCc2ccccc2OC)C(C)C)cc1 (centres undefined)	-5	-10	3.2
CC(C)CC(=O)Nc1ccc(C(=O)Cn2c(=O)oc3ccccc32)cc1	-3	3	-0.3
COc1ccc(C2c3[nH]c4ccccc4c3CCN2C(=O)c2ccc(=O)n(C)n2)c(F)c1 (centres undefined)	-60	0	2.9
COc1cccc(C(=O)N[C@H](C(=O)N2CCC[C@H]2C(=O)NCc2ccccc2)C2CCCCC2)c1	-13	7	1.5
CC1(C)CC2CC(C)(CN2C(=O)c2ccc([N+](=O)[O-])cc2)C1 (centres undefined)	-7	-13	-0.6
CN1C(=O)c2cc(NC(=O)C3CCCCC3)ccc2OC[C@H]2O[C@H](CC(=O)NCC3CCCCC3)CC[C@H]21	-30	4	-3.3
COCC(=O)N(CCN(C)C)Cc1cc2cc3c(cc2nc1Cl)OCO3	14	10	-2.9
N#C/C(=C(/O)CSc1ncn[nH]1)c1nc2ccccc2[nH]1	3	8	0.3

2 compounds from above, limited to INS-1E GSIS act:
structure	INS-1E GSIS act
COc1cccc(C(=O)N[C@H](C(=O)N2CCC[C@H]2C(=O)NCc2ccccc2)C2CCCCC2)c1	-13
CN1C(=O)c2cc(NC(=O)C3CCCCC3)ccc2OC[C@H]2O[C@H](CC(=O)NCC3CCCCC3)CC[C@H]21	-30

(next part)
SMILES	INS-1E GSIS act	FN deposition inh	F508del corr
O=C(O)C1C2C=CC(C2)C1C(=O)NCc1ccoc1 (centres undefined)	14	6	0.3
CCN(CC)C(=O)c1cccc(NC(=O)c2ccc3c(=O)n4c(nc3c2)CCC4)c1	2	-6	0.3
COc1ccccc1C#Cc1ccc2c(c1)[C@@H]1[C@@H](CCN1C(=O)c1cccc(F)c1)[C@H](CO)N2	-11	-19	-3.3
Cc1cc(C)cc([C@H]2C[C@]34CN(C(=O)OC(C)(C)C)S(=O)(=O)[C@H]3C[C@H]2O4)c1	20	-3	1.4
Cc1ccc(N=Cc2c(O)ccc3ccccc23)cc1F	-3	0	-3.9
CN1C(=O)c2cc(NC(=O)C3CCC3)ccc2OC[C@@H]2O[C@H](CC(=O)NCc3ccccc3F)CC[C@H]21	-4	-6	0.5
NC1=NC(c2ccccc2)N=C(Nc2ccccc2)N1 (centres undefined)	15	3	1.4
COc1ccc(-c2nnn(-c3cc(Cl)cc(Cl)c3)c2N)cc1	7	5	-1.0
CCNS(=O)(=O)c1ccc(NC(=O)Nc2ccccc2OC)cc1	-16	2	6.7
CCOCCc1c(O)nc(SC)[nH]c1=O	7	-7	-5.3
COc1cccc(CN2CCN(CCc3ccccc3)C(CCO)C2)c1OC (centres undefined)	-3	2	3.1
Cc1ccc2[nH]c3c(c2c1)CN(C(=O)CN1CCCCC1)CC3	-18	5	0.8
CCN(CC)c1nc2cc(C)ccc2cc1/C=C(\C#N)C(N)=O	-1	-1	0.0
O=C(NC1=NCCS1)c1ccc(Cl)c(S(=O)(=O)N2CCCCCC2)c1	-11	3	-0.1
CC(Cc1ccsc1)NC(=O)CCc1nnc(CCc2ccccc2)o1 (centres undefined)	-3	12	1.7

Eleven compounds from above, ordered by SMILES length, descending.
SMILES	INS-1E GSIS act	FN deposition inh	F508del corr
CN1C(=O)c2cc(NC(=O)C3CCC3)ccc2OC[C@@H]2O[C@H](CC(=O)NCc3ccccc3F)CC[C@H]21	-4	-6	0.5
COc1ccccc1C#Cc1ccc2c(c1)[C@@H]1[C@@H](CCN1C(=O)c1cccc(F)c1)[C@H](CO)N2	-11	-19	-3.3
Cc1cc(C)cc([C@H]2C[C@]34CN(C(=O)OC(C)(C)C)S(=O)(=O)[C@H]3C[C@H]2O4)c1	20	-3	1.4
CCN(CC)C(=O)c1cccc(NC(=O)c2ccc3c(=O)n4c(nc3c2)CCC4)c1	2	-6	0.3
O=C(NC1=NCCS1)c1ccc(Cl)c(S(=O)(=O)N2CCCCCC2)c1	-11	3	-0.1
Cc1ccc2[nH]c3c(c2c1)CN(C(=O)CN1CCCCC1)CC3	-18	5	0.8
COc1cccc(CN2CCN(CCc3ccccc3)C(CCO)C2)c1OC (centres undefined)	-3	2	3.1
CC(Cc1ccsc1)NC(=O)CCc1nnc(CCc2ccccc2)o1 (centres undefined)	-3	12	1.7
O=C(O)C1C2C=CC(C2)C1C(=O)NCc1ccoc1 (centres undefined)	14	6	0.3
Cc1ccc(N=Cc2c(O)ccc3ccccc23)cc1F	-3	0	-3.9
CCOCCc1c(O)nc(SC)[nH]c1=O	7	-7	-5.3

(next part)
SMILES	INS-1E GSIS act	FN deposition inh	F508del corr
Cc1cc(Br)c2nc(-c3ccc(Cl)cc3)c(Cc3cccc(Cl)c3)n2c1	-6	-6	-3.1
O=C(N[C@H](C(=O)N1CCC[C@H]1C(=O)NCCc1ccccc1Cl)C1CCCCC1)c1ccccc1	-25	8	2.3
Cc1oc(-c2ccc(-c3ccccc3)cc2)nc1CN1CCN(CC(=O)N(C)C)CC1	-8	4	1.0
Cc1cc(=O)cc(C)n1-c1ccc(O)cc1	18	-7	1.4
COc1cccc(CNC(=O)[C@@H]2CCCN2C(=O)[C@@H]2CCCN2C(=O)c2c(F)cccc2F)c1	-4	4	1.5
Cc1ccc(-c2nc3c(c(=O)c4ccccc4n3C)c(=O)n2-c2ccc(F)cc2)cc1	7	0	-2.0
COc1ccc(S(=O)(=O)NCC2CCCN(Cc3cccnc3)C2)cc1 (centres undefined)	6	-1	5.2
N#Cc1ccc(C23CC4(C2)[C@H](CN(Cc2ccc(-c5ccccc5)cc2)[C@@H]4c2ccccc2)C3c2ccc(C(F)(F)F)cc2)cc1 (some centres undefined)	-4	9	0.9
O=C1CCc2cc(S(=O)(=O)NCCCC(=O)N3CCN(Cc4ccc5c(c4)OCO5)CC3)ccc2N1	0	8	3.5
CC(C)CN(C(=O)COC(=O)c1ccc2ccccc2n1)C1CCS(=O)(=O)C1 (centres undefined)	4	8	-0.1
O=C(Cc1n[nH]c(=O)[nH]c1=O)N/N=C/c1c(O)ccc2ccccc12	-17	6	2.7
COc1cc(/C=N/NC(N)=O)cc([N+](=O)[O-])c1O	1	-4	-2.2
COc1cc(OC)cc(C(=O)NCC(=O)N2CC=C(c3ccccc3)CC2)c1	9	12	2.1
COc1ccccc1NC(=O)C(=O)NCc1ccncc1	1	-4	-0.4
COc1ccc(-c2nc(N)ncc2-c2ccccc2)c(O)c1	21	4	4.0
CCC(C)N(C(=O)COc1ccc(Br)cc1C=O)C1CCS(=O)(=O)C1 (centres undefined)	-23	-5	2.1
CN1c2ccc(C#Cc3cccnc3)cc2[C@@H]2[C@@H](CCN2C(=O)C2CCCC2)[C@H]1CO	-35	4	1.5
COc1ccc(C(=O)O/N=C(/c2ccccc2)c2ccncc2)cc1	19	2	-3.6
COc1ccc(NC(=O)CN2CCN(C(=S)NC3CCCC3)CC2)cc1	-8	0	-1.5
CC(C)C[C@H]1CNC(=O)C(=O)N1C[C@H](Cc1ccc(O)cc1)NC(=O)Cc1ccccc1	9	0	2.8
COc1ccc(C2SCC(=O)N2c2nnc(C34CC5CC(CC(C5)C3)C4)s2)cc1 (centres undefined)	-13	9	0.0
O=C1NC(=O)C2(N1)c1ccccc1-c1ccccc12	13	8	-0.1
O=C(Nc1ccc(C(=O)OC[C@@H]2CCCN3CCCC[C@H]23)cc1)c1cccc(Br)c1	9	2	-0.2
Cc1nnc(N/N=C\c2ccc(-c3cccc(C(=O)O)c3)o2)n1N	2	-4	-3.1
O=C1NC[C@H](CCCCN2C[C@H](Cc3ccc(O)cc3)N(CCc3ccc(O)cc3)C(=O)C2=O)N(CCc2ccccc2)C1=O	9	0	0.4
COC(=O)/C(=C\c1cc(OC)c(OC)c(OC)c1)c1nc2ccccc2[nH]1	-5	-1	-4.8
Cc1ccc(S(=O)(=O)N2CCCCC2)cc1NC(=O)COC(=O)c1c(F)cccc1F	-7	-1	3.5
COC(=O)c1cc([N+](=O)[O-])c(-n2cncn2)c([N+](=O)[O-])c1	6	-5	-7.4
CCN(CC)C(=S)Nc1ccc(C(=O)OC)cc1	15	-2	-1.0
Cc1cc(C)n2nc(SCC(=O)N3CCN(c4ccccc4)CC3)nc2n1	22	0	3.7

Compound activity (PubChem BioAssay)
